Screening results deposited in PubChem by National Center for Advancing Translational Sciences (NCATS).
HTT cytoprotect: qHTS Multiplex Assay to Identify Dual Action Probes in a Cell Model of Huntington: Cytoprotection (ATP) | PC12 HTT-Q103 induced, cytoprotection, ATP luminescence, 40 h | Potency, µM (series often up to 56.4 µM), without a hit: cytoprotection (ATP increase), actives largely listed as activators | 0.14% of 230,000 active | AID 1471, 2008;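 further: % of control where 0% means no effect; nearly all actives have a fitted effect of over 45% in size; toxic huntingtin expression switched on by the ecdysone agonist tebufenozide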
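Compounds added alongside 100 nM tebufenozide, which induces toxic Q103 huntingtin exon 1-GFP in stable PC12 cells; surviving cells quantified by luminescent ATP measurement. Medium: phenol red-free DMEM, 5% equine and 5% calf serum.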
Tau ThT inhib: qHTS for Inhibitors of Tau Fibril Formation, Thioflavin T Binding; Microtubule-associated protein tau (Homo sapiens), P10636; recombinant tau K18 P301L, heparin-induced fibrillization, ThT fluorescence; Potency, µM (highest dose often 57.4 µM), for inactives: top-dose activity, negative = inhibition, actives largely listed as inhibitors; 2.1% of 270,000 active; AID 1460, 2008; further: on the % scale 0 is the no-effect control and ±100 the full control effect; nearly all actives have a fitted effect of over 55% in size
Target sequence (P10636 561-689 P618L limits assumed): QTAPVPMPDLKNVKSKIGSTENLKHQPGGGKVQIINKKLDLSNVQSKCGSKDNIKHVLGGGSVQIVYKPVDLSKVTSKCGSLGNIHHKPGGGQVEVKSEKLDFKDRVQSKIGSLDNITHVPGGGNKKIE
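ThT emission at 510 nm, taken 1 hr after adding 30 uM dye, quantifies aggregates formed when 20 uM heparin acts on human tau K18 P301L for 6 hr at 37 C.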
KDM4E inh: qHTS Assay for Inhibitors of Human Jumonji Domain Containing 2E (JMJD2E); JMJD2E catalytic domain, FDH-coupled NADH fluorescence (FDH is formaldehyde dehydrogenase); 1.6% of 230,000 active; Potency, µM (doses to about 57.1 µM), inactives show at the top dose activity change, negative = inhibition, hits mostly inhibitors; Lysine-specific demethylase 4E (Homo sapiens), B2RXH2; active means well fitted inhibition curve with a large enough effect, not every such curve was filed as active; inconclusive means small, poorly fitted or top-dose-only effect, or another doubt; inactive means no such curve, though single readings can be large or run the other way;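 further: 0% = wells with enzyme and -100% = buffer wells without enzyme; nearly all actives have a fitted effect of over 50% in size; many of its hits are not listed in these tables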
Target sequence (B2RXH2 1-337 limits assumed): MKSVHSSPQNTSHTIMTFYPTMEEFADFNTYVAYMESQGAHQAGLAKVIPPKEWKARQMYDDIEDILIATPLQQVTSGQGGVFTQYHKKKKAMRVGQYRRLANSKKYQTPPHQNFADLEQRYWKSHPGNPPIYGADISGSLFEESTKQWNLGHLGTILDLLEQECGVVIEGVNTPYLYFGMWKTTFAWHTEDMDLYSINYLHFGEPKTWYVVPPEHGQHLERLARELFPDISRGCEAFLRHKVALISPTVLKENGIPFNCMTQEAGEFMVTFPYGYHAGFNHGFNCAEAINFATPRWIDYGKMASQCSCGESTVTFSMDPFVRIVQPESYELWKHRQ
Tau fluor counter: Counterscreen qHTS for Inhibitors of Tau Fibril Formation, Fluorescence Polarization; AID 1463, 2008; Potency, µM (series often up to 57.7 µM), for inactives: at the highest dose activity change, negative = decrease; tau K18 P301L Alexa594 fluorescence, heparin fibrillization; 0.93% of 280,000 active; further: on the % scale 0 is the no-effect control and ±100 the full control effect; nearly all actives have a fitted effect of over 55% in size
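Human K18 P301L tau (15 uM unlabeled plus 0.24 uM Alexa 594-labeled, final) in 100 mM sodium acetate pH 7 was mixed with compound and 20 uM heparin and incubated 6 hr at 37 C.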
HTT aggregate: qHTS Multiplex Assay to Identify Dual Action Probes in a Cell Model of Huntington: Aggregate Formation (GFP); Potency, µM (series often up to 46.1 µM), for the others: at the top dose activity change, negative = inhibition, hits mostly inhibitors; PC12 HttQ103-GFP aggregates, Acumen cytometry, 40 h; 1.1% of 220,000 active; further: on the % scale 0 is the no-effect control and ±100 the full control effect; nearly all actives have a fitted effect of over 60% in size
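Steps: seed 1500 PC12 HTTQ103-GFP cells/well; add tebufenozide, 100 nM final; add compound titration; add ATPLite reagent; quantify GFP aggregates by laser scanning cytometry.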
Tau fibril FP: qHTS for Inhibitors of Tau Fibril Formation, Fluorescence Polarization | Potency, µM (highest dose often 57.7 µM), for inactives: at the highest dose activity, negative = inhibition, usual class: inhibitors | 0.39% of 280,000 active | K18 P301L tau heparin fibrillization, Alexa594 FP, 6 h | Microtubule-associated protein tau (Homo sapiens), P10636; further: on the % scale 0 is the no-effect control and ±100 the full control effect; nearly all actives have a fitted effect of over 55% in size
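Heparin (20 uM) drove fibril formation of recombinant tau K18 P301L, 15 uM unlabeled with 0.24 uM Alexa 594 label, for 6 hr at 37 C in 100 mM sodium acetate pH 7. Fluorescence polarization (555/632 nm) read 1 hr after 30 uM ThT.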
SMN2 splice up: qHTS Assay for Enhancers of SMN2 Splice Variant Expression; HEK293 SMN2-luciferase splicing reporter, luminescence, 30-36 h; Potency, µM (titrated, usually from 46.1 µM), for the others: at the highest dose activity change, positive = activation, usual class: activators; 2.8% of 210,000 active; further: % of control where 0% means no effect; nearly all actives have a fitted effect of over 55% in size
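HEK293 cells carry an SMN2 minigene-luciferase reporter in which exon 7 inclusion puts luciferase in frame. Cells were seeded at 2000 cells/well, attached for 10-12 hours, then exposed to compounds for 30-36 hours at 37C before ONE-Glo luminescence.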
ALDH1A1 block: qHTS Assay for Inhibitors of Aldehyde Dehydrogenase 1 (ALDH1A1). Aldehyde dehydrogenase 1A1 (Homo sapiens), P00352. Purified ALDH1A1, NADH fluorescence, propionaldehyde substrate. Potency, µM (highest dose often 75.3 µM), for inactives: top-dose activity, negative = inhibition, most hits filed as inhibitors. 7.3% of 220,000 active; active means well fitted inhibition curve with a large enough effect, not every such curve was filed as active; inconclusive means small, poorly fitted or top-dose-only effect, or another doubt; inactive means no such curve, though single readings can be large or run the other way;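 further: plate controls were no enzyme wells and a reference inhibitor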
Target sequence (P00352 whole entry, looked up): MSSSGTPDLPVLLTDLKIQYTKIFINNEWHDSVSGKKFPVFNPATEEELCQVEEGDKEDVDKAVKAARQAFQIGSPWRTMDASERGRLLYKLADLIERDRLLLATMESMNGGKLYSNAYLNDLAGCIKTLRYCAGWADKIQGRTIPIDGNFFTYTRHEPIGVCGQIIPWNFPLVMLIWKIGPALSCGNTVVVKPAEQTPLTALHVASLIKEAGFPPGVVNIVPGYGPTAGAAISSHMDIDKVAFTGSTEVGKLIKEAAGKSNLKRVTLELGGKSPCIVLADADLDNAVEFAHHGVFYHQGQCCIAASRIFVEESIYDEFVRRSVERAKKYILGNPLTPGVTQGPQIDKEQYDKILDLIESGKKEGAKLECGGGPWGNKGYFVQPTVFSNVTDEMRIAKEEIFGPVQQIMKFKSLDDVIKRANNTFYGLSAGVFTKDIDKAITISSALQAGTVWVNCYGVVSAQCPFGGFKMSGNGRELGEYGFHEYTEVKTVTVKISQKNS
Active calls of the source: *; ? = inconclusive; . = not tested or not shown; & = joins results of further samples; [ ] = another dose, or the depositor's remark. Unless noted, the call rests on the fitted dose curve; in most records, active means well fitted curve in the direction sought with a large enough effect; inconclusive means small, poorly fitted or top-dose-only effect, or another doubt; inactive means no such curve, though single readings can be large; an effect the other way counts as inactive or inconclusive. Potency means the concentration at half of the fitted maximal effect. Only part of the results is shown; count on the stated rates, not on these rows.

compound	HTT cytoprotect	Tau ThT inhib	KDM4E inh	Tau fluor counter	HTT aggregate	Tau fibril FP	SMN2 splice up	ALDH1A1 block
O=C(CSc1ccc2nnc(-c3cccc(F)c3)n2n1)N1CCCc2ccccc21	-9%[10 µM]	-2%	-7%	-9%	-13%	0%	-9%	0%
CC(=O)c1cccc(OCC(=O)N2CCN(c3ccc(C(F)(F)F)cn3)CC2)c1	-44%[inhibitor]	-2%	-28%	1%	-25%	9%	-40%[inhibitor]	-4%
Cc1cc(C(=O)CSc2nc3ccccc3o2)c(C)n1C1CC1	2%[10 µM]	?	-7%	-29%	-30%	-9%	11µM*	-7%
O=c1c(Cl)c(NC2CC2)cnn1-c1ccccc1	6%	-5%	-9%	-2%	-17%	3%	19%	3%
COc1ccc(Br)cc1/C(C)=N/NC1=NCCN1	2%	-6%	1%	-5%	?	-4%	-62%[inhibitor]	3%
COc1cccc(NC(=O)Nc2cccc(-c3cn4cccnc4n3)c2)c1	.	?	.	?	.	?	-7%	.
CCc1nc(NCCN2CCOCC2)c2oc3ccccc3c2n1	-20%[0.074 µM]	-15%	-1%	-11%	-5%	?	-13%	0.89µM*
COc1cc(NC(=O)c2ccc(S(=O)(=O)N(C)C)cc2)cc(OC)c1OC	-6%	5%	-3%	-5%	-14%[9.22 µM]	0%	-2%	-4%
CC1Cc2ccccc2N1C(=O)COC(=O)c1c2c(nc3ccccc13)CCCCC2 (stereo unspecified)	13%[10 µM]	?	-11%	-14%	?	2%	-16%	-18%
COC(=O)C(Cc1ccccc1)NC(=O)COc1ccc(C(C)(C)C)cc1 (stereo unspecified)	-12%	-18%	-7%	-11%	16%[9.22 µM]	2%	-25%	?
COc1ccc(C(=O)N(CN2CCCC2=O)c2cc(C)on2)cc1OC	-12%	-16%	-7%	-9%	6%	-3%	?	?
CC(C)N1CC23C=CC(O2)C(C(=O)OCc2ccccc2)C3C1=O (stereo unspecified)	9%[10 µM]	2%	0%	4%	3%	6%	4%	-1%
Nn1c(SCCOc2ccccc2)nnc1-c1cccnc1	23%[10 µM]	?	-16%	-5%	7%	6%	?	?
CC(C)(CC(=O)O)CC(=O)Nc1cc(C(F)(F)F)cc(C(F)(F)F)c1	28%[10 µM]	-2%	10%	-9%	12%[9.22 µM]	-14%	.	.
Cc1ccc(-n2c(O)c(C=Nc3ccc4c(c3)OCO4)c3ccccc3c2=O)cc1C	-11%	-14%	-6%	-24%	5%	8%	-16%	3%
COc1cc(C(=O)N(Cc2ccc(F)cc2)C2CCS(=O)(=O)C2)cc(OC)c1OC (stereo unspecified)	-23%	-6%	3%	1%	5%	-1%	7%	4%
COc1cc(CN(C(=O)c2cc3ccccc3oc2=O)C2CCS(=O)(=O)C2)cc(OC)c1OC (stereo unspecified)	.	-6%	.	-5%	.	-7%	2%	.
Cc1cc(C(=O)N2CCCC2C(=O)O)c(C)o1 (stereo unspecified)	-4%	-13%	0%	3%	7%	-11%	11%	-4%
CCOc1ccc2nc(N3CCOCC3)nc(C)c2c1	2%[10 µM]	-18%	?	-8%	17%	8%	2.8µM*	?
CCn1cc(Cl)c(C(=O)Nc2nc3ccccc3n2CCN2CCCCC2)n1	-4%	1%	-1%	-1%	36%	-2%	5%	-3%
CCOc1ccccc1-n1c(SCC(=O)NC)nnc1-c1ccco1	-16%	1%	8%	2%	1%	10%	-4%	7%
CCOC(=O)N1CCC(N(CCN(C)C)C(=S)Nc2cccc(Cl)c2C)CC1	?	5%	-2%	4%	?	9%	-61%[inhibitor]	5%
COc1cccc(C(=O)COc2ccc3c(C)c(Cc4ccccc4)c(=O)oc3c2C)c1	26%[10 µM]	-6%	-1%	-9%	1%	-3%	-6%	5%
O=C(Nc1sc2c(c1C(=O)O)CCC2)c1ccccc1	-33%	?	-4%	-28%	12%	-1%	10µM*	6%
CN1CCN(C(=O)c2ccc(C(F)(F)F)cc2)CC1	16%	0%	1%	2%	16%	1%	-1%	9%
Nc1c[n+](N2CCOCC2)no1	-23%	7.1µM*	2%	-21%	.	?	.	-10%
CC(C)c1nnc(NC(=O)C2CCCCC2)s1	5%[10 µM]	1%	-4%	6%	-17%	7%	?	-11%
COc1ccc(CCN2C(=O)CC(NCc3ccc4c(c3)OCO4)C2=O)cc1OC (stereo unspecified)	11%[10 µM]	-15%	2%	-13%	11%	8%	-1%	25µM*
N#Cc1c(N)n(CCc2ccc(F)cc2)c2nc3ccccc3nc12	7%	-24%	?	?	-1%	-16%	-21%	?
CN(C(=O)COC(=O)c1cc(-c2ccccc2Cl)nc2ccccc12)C1CCS(=O)(=O)C1 (stereo unspecified)	-2%[1.9 µM]	-4%	?	-14%	-2%	0%	-3%	?

Two entries drawn at random from those above:
compound	HTT cytoprotect	Tau ThT inhib	KDM4E inh	Tau fluor counter	HTT aggregate	Tau fibril FP	SMN2 splice up	ALDH1A1 block
COc1ccc(Br)cc1/C(C)=N/NC1=NCCN1	2%	-6%	1%	-5%	?	-4%	-62%[inhibitor]	3%
O=C(Nc1sc2c(c1C(=O)O)CCC2)c1ccccc1	-33%	?	-4%	-28%	12%	-1%	10µM*	6%

Next results.
compound	HTT cytoprotect	Tau ThT inhib	KDM4E inh	Tau fluor counter	HTT aggregate	Tau fibril FP	SMN2 splice up	ALDH1A1 block
Cc1ccc(S(=O)(=O)N2CCC(=O)N(C(CO)Cc3ccccc3)CC2)cc1 (stereo unspecified)	.	-9%	-3%	-7%	7%	8%	-19%	-10%
O=C(O)CC1(c2ccccc2)C(=O)c2ccccc2C1=O	3%	-1%	3%	6%	0%	-5%	-9%	-3%
Cc1cccc(-n2cnc(C(=O)N/N=C/c3ccccc3)c2)n1	-2%	-23%	-1%	-13%	-9%	-4%	-12%	8%
Cc1ccccc1C1=NC(c2ccc(F)cc2F)ON1 (stereo unspecified)	-6%	?	?	-21%	6%	-13%	35%	-16%
COCCNC(=O)c1cc2cc(Br)cc(OC)c2oc1=O	2%	4%	3%	9%	2%	4%	-2%	-4%
CCC(Oc1ccc(C)c(C)c1)C(=O)O (stereo unspecified)	-9%[0.074 µM]	1%	7%	-2%	3%	3%	?	5%
CCc1cccc(NC(=O)C2CCC(CNS(=O)(=O)c3ccc(Br)s3)CC2)c1 (stereo unspecified)	.	-6%	.	?	.	-12%	17%	.
COC(=O)Cc1ccc(OCc2ccc(Cl)nc2)cc1	14%[10 µM]	-4%	7%	-4%	25%[9.22 µM]	-8%	.	?
CCN(CC)S(=O)(=O)c1ccc(N2CCCC2)c(C(=O)Nc2ccc(OC)c(Cl)c2)c1	-7%[10 µM]	-6%	-21%	-19%	-7%	3%	3%[1.84 µM]	?
CN1CCC(N(C)C(=O)Cc2ccccc2[N+](=O)[O-])CC1	-32%	2%	-14%	5%	15%	-3%	-1%	4%
O=C1OC(c2ccc(O)cc2)(c2ccc(O)cc2)c2ccccc21	-32%&-28%&13%	-5%&-8%	15%&0%	?	10%&10%	-12%&-13%	-30%&-2%&-6%[inhibitor]	2%&-2%
O=C(O)CSc1nc2ccccc2[nH]1	12%[10 µM]	-2%	-6%	-1%	-3%[1.84 µM]	4%	-2%[9.22 µM]	-5%[13.5 µM]
C/C=C(/C)C(=O)Nc1cccc(C2=NOC3(C2)C[C@H](C(N)=O)N(C(=O)c2ccccc2)C3)c1 (stereo partly specified)	-6%[10 µM]	4%	1%	6%	27%[9.22 µM]	6%	.	.
O=C1CC(N2CCC(c3nc4ccccc4[nH]3)CC2)C(=O)N1Cc1ccccc1 (stereo unspecified)	-1%	1%	-3%	5%	-3%	7%	5%	?
CCOC(=O)CSC1=N/C(=C\c2cccnc2)C(=O)N1c1ccc(OC)cc1	-4%[10 µM]	-7%	?	-6%	1%	-4%	-4%	?
CCOC(=O)c1c(C)[nH]c(C)c1C(=O)CSc1nnc(-c2ccncc2)n1C	-4%	1%	0%	2%	0%	-7%	-16%	-1%
CC(=O)Nc1ccc(NC(=O)C(Sc2ccccc2)c2ccccc2)cc1 (stereo unspecified)	16%[10 µM]	8%	-4%	-5%	-1%[9.22 µM]	?	.	.
O=C(COC(=O)C1(c2ccc(F)cc2)CCCC1)N1CCN(C(=O)c2ccco2)CC1	-4%	-5%	-6%	-1%	14%	-2%	-32%[inhibitor]	20µM*
CCCCNC(=O)c1ccc(CNS(=O)(=O)c2ccc(Br)cc2)cc1	.	3%	6%	0%	12%	-5%	0%	5%
CCn1cc(C(=O)NC2CC3CCC2C3)c(=O)c2ccc(C)nc21 (stereo unspecified)	-16%	-3%	6%	-1%	-4%	-1%	-39%[inhibitor]	?
CCNC(=O)NC(=O)C(C)OC(=O)C1CCN(S(=O)(=O)c2ccccc2F)CC1 (stereo unspecified)	30%[10 µM]	-3%	5%	-2%	7%	-2%	1%	-2%
CC(C)N1CC(O)=C(c2ccccc2)C1=N	5%[10 µM]	-1%	-1%	-3%	-8%	8%	-4%	11%
Cc1cc(NC(=O)COC(=O)[C@@H](NS(=O)(=O)c2ccccc2)C(C)C)no1	-25%	-3%	0%	-4%	18%	-1%	8%	?
Cc1ccc(C(=O)N2c3ccccc3NC(=O)C2C)cc1 (stereo unspecified)	-17%	4%	-1%	-1%	-8%	-6%	-9%	5%
CCCCN(C)C(=O)c1cn(CC)c2ccc(S(=O)(=O)N(C)C)cc2c1=O	2%	-15%	-8%	-9%	-9%	-3%	-1%	-7%
COc1ccccc1CNC(=O)C1(c2ccc(Cl)cc2)CC1	-8%[10 µM]	-6%	7%	-1%	28%	9%	10%	1%
